# V1R ag counter – activates human V1a receptor in oxytocin agonist counter-screen; CHO-V1R cells, Fluo-8 calcium fluorescence, agonist mode; 0% DMSO, 100% 3 nM vasopressin; 320,000 tested, 0.25% active; P37288; activation, % at 3 µM;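 active = activation above the mean activation of all tested compounds plus 3 SD, per screening run, cut at about 20% in these data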;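 also: signal is peak over basal fluorescence ratio across a 100 second FLIPR read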
# Target sequence (P37288 whole entry, looked up): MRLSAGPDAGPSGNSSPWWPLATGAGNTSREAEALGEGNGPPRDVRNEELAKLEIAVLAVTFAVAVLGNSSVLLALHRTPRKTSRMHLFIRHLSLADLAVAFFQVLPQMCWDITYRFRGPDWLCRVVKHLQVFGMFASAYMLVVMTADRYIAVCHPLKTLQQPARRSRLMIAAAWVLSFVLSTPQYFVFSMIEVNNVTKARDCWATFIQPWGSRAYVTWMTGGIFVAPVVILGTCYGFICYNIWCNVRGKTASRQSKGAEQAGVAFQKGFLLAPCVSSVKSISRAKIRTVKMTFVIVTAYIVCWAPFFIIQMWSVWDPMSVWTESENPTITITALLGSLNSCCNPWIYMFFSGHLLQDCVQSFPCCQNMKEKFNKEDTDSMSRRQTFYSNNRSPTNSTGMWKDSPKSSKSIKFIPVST
# TAAR1 antag – human TAAR1 antagonism. CHO RD-HGA16 TAAR1, Fluo-8 calcium fluorescence, antagonist. inhibition, % at 3 µM. 360,000 tested, 1.5% active. Q96RJ0. AID 624466;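 active = inhibition above a per-plate cutoff, the mean inhibition of test compounds on that plate plus 3 SD, cut at about 49% in these data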;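 also: 0% = DMSO plus EC80 beta-PEA response and 100% = DMSO alone without agonist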
#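 test system = CHO RD-HGA16 cells bearing hTAAR1 | replication = singlicate | controls = DMSO-only wells and EC80 β-PEA-stimulated wells | reagent = EC80 β-phenethylamine stimulus | read-out basis = percent inhibition of PEA-evoked calcium signal, max/basal emission ratio | schedule = seeding 17-24 h prior, 75-min 37 °C, 30-min RT dye loading | signal = kinetic Fluo-8 calcium fluorescence measurement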
# CHO-K1 Ca antag – counter-screen for M1 antagonists: effect in parental CHO-K1 cells; ATP-induced calcium, Fluo-8 fluorescence; inhibition, % at 3 µM; 360,000 tested, 0.6% active;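 active = inhibition above a per-plate cutoff, the plate's mean sample inhibition plus 3 SD, cut at about 24% in these data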;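 also: 0% = DMSO plus EC80 ATP and 100% = DMSO alone without ATP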
# CHO-K1 Ca PAM – nonselective activator or artifact in parental CHO-K1 calcium assay; AID 602247; ATP EC20, Fluo-8 calcium fluorescence; 0% at ATP EC20, 100% at ATP max; 360,000 tested, 0.02% active; activation, % at 3 µM;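 active = activation above the run cutoff, the mean activation of all test compounds plus 3 SD, cut at about 40% in these data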;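 also: peak over basal fluorescence ratio in a 140 s read after ATP addition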
# TAAR1 agonist – agonists of human TAAR1. Q96RJ0. CHO RD-HGA16 TAAR1, Fluo-8 calcium fluorescence; vehicle wells 0%, saturating PEA agonist 100%. activation, % at 3 µM. 360,000 tested, 0.99% active;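 active = activation above the mean activation of all test compounds in the run plus 3 SD, cut at about 38% in these data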
#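 Test system: RD-HGA16 (CHO) cells co-expressing Gα16 and hTAAR1 / Benchmarks: DMSO vehicle as 0%, PEA at EC100 as 100% / Repeats: no replicates (n 1) / Measure: % activation from peak over basal fluorescence ratio, DMSO-to-PEA scaled / Timing: 17-24 h plating, Fluo-8 75 min 37 °C, 30 min RT / Technique: kinetic Fluo-8 calcium fluorescence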
# M1 ag – agonists of human M1 muscarinic receptor | activation, % at 3 µM | 360,000 tested, 0.33% active | CHO-K1 hM1, Fluo-8 calcium fluorescence, agonist mode; 0% DMSO, 100% acetylcholine EC100;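 active = activation above the run's mean compound activation plus 3 SD, cut at about 16% in these data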;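 also: peak over basal fluorescence ratio within a 140 s kinetic read after compound addition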
# CHO parental Ca – counter-screen for OX1R antagonists: effect in parental CHO cells | parental CHO-K1, ATP-induced calcium, Fluo-8 fluorescence | inhibition, % at 5.6 µM | 330,000 tested, 0.63% active | AID 463079;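 active = inhibition above that plate's mean sample inhibition plus 3 SD, cut at about 26% in these data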;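 also: 0% = ATP-challenged DMSO wells and 100% = DMSO wells without ATP; some compounds past the cut are filed as inactive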
#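 Material: parental CHO cells / Compound: single nominal dose of 5.6 µM per compound / Signal: Fluo-8 fluorescence / Replicates: singlicate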
# OXTR potentiate – human OXTR potentiation; CHO-OTR cells, Fluo-8 calcium fluorescence, potentiator mode; 0% = oxytocin EC15, 100% = EC100; 320,000 tested, 0.061% active; AID 2445; activation, % at 3 µM; P30559;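 active = activation above that plate's cutoff, the mean activation of tested compounds plus 3 SD, cut at about 6.6% in these data, passing the limit was not always enough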;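 also: 100% uses oxytocin at 75 nM as the full agonist control; some results filed as inactive read as strong as hits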
# Target sequence (P30559 whole entry, looked up): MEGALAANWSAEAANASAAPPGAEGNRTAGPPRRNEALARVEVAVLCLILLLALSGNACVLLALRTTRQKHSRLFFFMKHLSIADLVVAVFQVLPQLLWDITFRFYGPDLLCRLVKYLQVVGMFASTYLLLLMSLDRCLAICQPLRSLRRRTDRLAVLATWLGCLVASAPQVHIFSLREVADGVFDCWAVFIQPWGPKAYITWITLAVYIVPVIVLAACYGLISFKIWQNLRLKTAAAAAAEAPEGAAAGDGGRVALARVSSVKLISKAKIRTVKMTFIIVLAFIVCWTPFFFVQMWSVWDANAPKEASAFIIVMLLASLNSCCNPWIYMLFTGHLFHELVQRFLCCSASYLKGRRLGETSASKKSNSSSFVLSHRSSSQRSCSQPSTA
#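 Measured by – Fluo-8 calcium dye fluorescence · Test system – human OTR in CHO cells · Dosing – one concentration, 3.0 µM compound · Controls – EC15 oxytocin alone as 0%, 75 nM oxytocin as 100% · Evaluation – normalized max/min fluorescence ratio, % activation · Timing – 6 min pre-incubation, 100 s read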
# M1 ag parental – M1 agonist counterscreen hit in parental CHO-K1 cells. Fluo-8 calcium fluorescence; scaled to maximal ATP response, vehicle zero. AID 602248. activation, % at 3 µM. 360,000 tested, 0.48% active; in the data active = activation above about 15%;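 also: untransfected CHO-K1 host cells lacking M1 receptor as counterscreen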
# An asterisk follows results filed as active; . = no result given.
# The opening four records, ahead of the listing:
SMILES,V1R ag counter,TAAR1 antag,CHO-K1 Ca antag,CHO-K1 Ca PAM,TAAR1 agonist,M1 ag,CHO parental Ca,OXTR potentiate,M1 ag parental
CCOC(=O)C1CCCN(C(=O)c2ccc(S(=O)(=O)NCc3ccco3)cc2)C1 (stereo unspecified),2.0,-10,2,-7,1,-1,-5,-5,2.7
O=S(c1ccsc1)c1ccsc1,1.5,-1,2,3,-3,-4,2,-9,0.1
Cc1cc(=O)oc2cc(OCC(=O)OCC(=O)NC(C)C)ccc12,1.3,-22,-2,16,5,-3,5,-14,1.7
COc1ccccc1/C=C/C(=O)NCC(=O)N/N=C/c1ccccc1[N+](=O)[O-],0.4,12,2,-6,10,-10,-13,-12,2.5

# The list itself, from the start:
SMILES,V1R ag counter,TAAR1 antag,CHO-K1 Ca antag,CHO-K1 Ca PAM,TAAR1 agonist,M1 ag,CHO parental Ca,OXTR potentiate,M1 ag parental
CCOC(=O)C1CCCN(C(=O)c2ccc(S(=O)(=O)NCc3ccco3)cc2)C1 (stereo unspecified),2.0,-10,2,-7,1,-1,-5,-5,2.7
O=S(c1ccsc1)c1ccsc1,1.5,-1,2,3,-3,-4,2,-9,0.1
Cc1cc(=O)oc2cc(OCC(=O)OCC(=O)NC(C)C)ccc12,1.3,-22,-2,16,5,-3,5,-14,1.7
COc1ccccc1/C=C/C(=O)NCC(=O)N/N=C/c1ccccc1[N+](=O)[O-],0.4,12,2,-6,10,-10,-13,-12,2.5
Cc1ccc(C(=O)NC(=S)NCc2ccccc2)cc1,-1.3,-7,-15,23,2,-9,-13,-4,1.5
O=S(=O)(NC1CC(NS(=O)(=O)OCC(Cl)(Cl)Cl)C2CCCCC12)OCC(Cl)(Cl)Cl (stereo unspecified),1.1,.,-12,20,.,-2,5,-9,6.7
O=C(Nc1ccc2nn(-c3ccccc3)nc2c1)c1cccs1,0.6,45,6,-5,11,6,1,-10,1.6
CCC1CCCCN1C(=O)c1cc2cc(Br)ccc2oc1=O (stereo unspecified),-0.4,-22,10,13,0,-4,-10,-2,0.2
CC(=O)Nc1ccc(C(=O)NCC2CCCCC2)cc1,0.0,-16,-13,7,3,-4,13,-9,1.9
CC(C)(C)C(=O)Nc1ccc(C(=O)COC(=O)c2ccccn2)cc1,1.7,-17,-4,2,17,-4,-8,-5,0.3
CCOc1ccc(NC(=S)N2CCN(c3ccc(N4CCOCC4)nn3)CC2)cc1,0.3,10,2,23,4,-9,0,6,0.3
CCc1ccccc1NC(=S)/N=C(\N)Nc1nc(C)c2cc(C)ccc2n1,0.3,-17,12,-8,-2,-7,-19,-10,-1.1
CN1CCN(C(=O)CCCOc2ccc(Cl)cc2Cl)CC1,-0.1,-18,12,-6,10,-6,-11,-14,0.2
Cc1ccc(S(=O)(=O)NC(=O)C2(C)CCN2C(=O)COc2ccc(Cl)cc2)nc1 (stereo unspecified),.,-8,-12,16,-1,-2,.,.,-0.1
Cc1ccc(CNC(=O)/C=C/c2ccc(Br)o2)cc1,-1.5,1,-7,21,0,-3,-6,2,0.3
O=S(=O)(Nc1ccccn1)c1ccc(Oc2ccccc2)cc1,5.1,-10,-3,14,2,-1,-19,-13,2.7
CCOc1ccc(CNC(=O)C2CCCN(c3nnc(C)c4c(C)n(-c5ccccc5)nc34)C2)cc1 (stereo unspecified),-0.9,-90,-29,17,-2,-6,-40,-6,-1.6
COc1ccc(C(=O)N2CCn3c(C)ccc3C2C)cc1 (stereo unspecified),0.0,-13,7,16,2,-12,-5,-7,14
COc1ccc(-n2nnnc2CNC(=O)C(=O)c2c(C)[nH]c3ccccc23)cc1,-0.6,2,-7,6,3,-1,-6,-2,1.6
COC(=O)C1=C(C(=O)OC)[C@@H]2N(Cc3ccccc3)c3ccccc3[C@@]23C[C@@H](C(=O)OC)N(C(=O)NC(C)(C)C)C3=N1,0.7,18,-11,21,6,-5,-17,-2,0.6
O=C(Nc1ccccc1)N1CCc2ccccc21,0.3,-9,-14,-4,0,-1,-13,1,2.0
CCn1c(-c2cc(-c3cccc(OC)c3)nc3ccccc23)n[nH]c1=S,-1.1,-2,-18,5,0,-9,-31,-7,0.1
O=C(Nc1cccc(NC(=O)c2ccco2)n1)c1ccco1,-0.1,0,6,7,5,2,-10,-7,0.5
N#C/C(=C\c1cc2ccccc2nc1N1CCCCC1)C(N)=O,-0.3,-9,-6,20,0,-8,-13,-4,1.6
CCc1cc(C(=O)N2CCN(S(=O)(=O)c3ccccc3F)CC2)sc1C,0.3,-20,-12,8,3,-1,-19,-5,0.6
# (cont.)
SMILES,V1R ag counter,TAAR1 antag,CHO-K1 Ca antag,CHO-K1 Ca PAM,TAAR1 agonist,M1 ag,CHO parental Ca,OXTR potentiate,M1 ag parental
COc1cc(SSc2cc(OC)cc([N+](=O)[O-])c2N)c(N)c([N+](=O)[O-])c1,-0.7,-10,-16,-6,15,-1,-11,-4,1.8
CCOC(=O)C1(CC2CCCCO2)CCN(C(=O)Nc2cccc(SC)c2)CC1 (stereo unspecified),2.1,10,0,13,5,-7,0,-11,1.7
CCCCN(CC)C(=O)Cn1ncc2c3ccccc3n(CCC)c2c1=O,.,-11,-16,6,5,-4,.,.,1.4
O=C(CCCCCN1C(=O)c2ccccc2C1=O)NC1CCCC1,1.6,7,-7,-3,9,-2,-14,-13,0.6
CC(=O)c1cccc(-n2nnnc2SCC(=O)NNC(=O)C(C)C)c1,0.4,5,-15,18,8,-3,-2,-7,-0.1
C=CCn1c(N)cc(=O)nc1SCC(=O)Nc1ccccc1C(N)=O,5.8,-21,-6,9,1,-3,-9,-7,0.8
CCOc1ccc(CC(=O)N2CCN=C2SC)cc1,0.8,-8,-19,12,2,-4,6,-2,2.1
Cc1cc([N+](=O)[O-])ccc1-c1ccc(C2Nc3ccccc3C(=O)N2O)o1 (stereo unspecified),4.2,0,-5,12,3,-3,-10,-10,5.9
Cc1ccc(C)c(CSC2=NCCN2C(=O)Cc2ccc([N+](=O)[O-])cc2)c1,1.4,-13,3,13,22,-7,-9,-6,0.5
CC(=O)Nc1ccc(S(=O)(=O)N(C)c2ccc(OCCOc3ccccc3F)cc2)cc1,10,47,-6,1,12,0,14,-13,12
Cc1cccc(NS(=O)(=O)c2ccc3[nH]c(=O)cc(C(=O)O)c3c2)c1,0.7,-20,-2,-13,-1,-2,-1,0,0.1
CCCOC1CCCN(C(=O)c2cc(COc3cncc(Cl)c3)on2)C1 (stereo unspecified),.,-28,0,1,21,1,.,.,4.4
CC(NC(=O)COC(=O)CN1C(=O)c2ccccc2C1=O)c1ccccc1 (stereo unspecified),0.4,-10,2,5,20,-4,-4,1,0.1
CCCCC(=O)N(C)c1c(CC)nc2c(OCc3ccc(Cl)cc3Cl)cccn12,.,13,7,-13,1,-4,.,.,0.1
CN(C)C(=S)SCC(=O)NC(=O)NC(C)(C)C,-0.4,-10,9,8,1,-5,1,-18,-0.1
O=C(CCn1c(=O)sc2ccccc21)NCc1ccco1,0.5,10,-10,16,6,-4,1,-5,-0.1
CCOc1c2ccc(C(=O)N[C@H](C)C3CCCCC3)cc2nn1CC,-1.0,20,3,-5,7,-7,-8,2,-0.1
Cc1ccccc1C(=O)N1CCN(c2ccc(NC(=S)NC(=O)c3ccco3)cc2)CC1,9.9,62*,6,2,11,12,7,-14,15*
CN(CCn1ccnc1)Cc1cn(-c2ccccc2)nc1-c1ccc2c(c1)OCO2,-0.7,-17,-15,10,1,-5,-10,-6,1.0
COc1ccc(C(C)(O)c2nc(-c3ccc(F)cc3OC)cs2)cc1 (stereo unspecified),.,-11,8,-13,-2,-2,.,.,0.3
COc1ccc(C=O)cc1C1=CC(=O)C[C@H](c2ccc(Cl)cc2)C1,0.4,33,-7,-11,3,-8,-8,-1,-0.5
O=C(COC(=O)c1ccccc1C(F)(F)F)NC(=O)NCc1ccco1,1.0,-36,3,0,6,-2,-12,-4,-0.5
Nc1nc(Nc2ccccc2)n[nH]1,-0.2,-2,3,1,1,0,-1,-5,0.4
COc1cc(C(=O)O)cc(NC(=O)c2ccco2)c1OC,-0.7,-24,-13,0,-1,-2,-9,-1,1.6
C=CCN(CC=C)CC(=O)Nn1c(C)ccc1C,.,-2,-11,22,0,-2,.,.,0.5
# More records follow.
SMILES,V1R ag counter,TAAR1 antag,CHO-K1 Ca antag,CHO-K1 Ca PAM,TAAR1 agonist,M1 ag,CHO parental Ca,OXTR potentiate,M1 ag parental
O=C(NCc1ccccc1)C(c1cccs1)N(Cc1cccs1)C(=O)c1cnccn1 (stereo unspecified),1.0,50*,5,12,17,0,-15,-13,4.8
Cc1ccc2[nH]c(C)c(CCNC(=O)c3cc4cc([N+](=O)[O-])ccc4oc3=O)c2c1,-0.8,-9,0,6,1,-6,-14,-10,0.7
COc1ccc([C@@H]2[C@@H]3C(=O)N(C(C)(C)C)C(=O)[C@@H]3[C@]3(C)C(=O)N(c4cccc(Cl)c4)C(=O)N23)cc1,0.9,6,-6,0,9,-3,-16,5,0.2
Cn1c(CNC(=O)c2ccccc2)nnc1SCC(=O)Nc1nccs1,1.0,2,1,14,11,-4,0,0,1.0
CC(C)(C)S(=O)N1Cc2cc(CO)cc(-c3ccccc3)c2[C@H]1CCO (stereo partly specified),.,-10,-8,6,3,-4,.,.,1.6
CCC(C)NC(=O)CCSCCC(=O)NC(C)CC (stereo unspecified),-0.1,-9,-6,14,1,-2,-16,-2,-0.2
Cc1ccc2nc(-c3ccc(NS(=O)(=O)c4ccc(F)cc4)cc3)sc2c1,1.1,-26,-4,21,2,-6,15,-12,1.2
COC(=O)CCC[C@H]1CC2(C[C@H](CCCO[Si](C)(C)C(C)(C)C)N1C(=O)OC(C)(C)C)OCCO2,0.2,14,-13,6,0,-2,-11,-7,0.5
O=C(c1ncn[nH]1)N1CCN(c2nc(-c3ccccc3)cs2)CC1,6.7,0,8,1,1,0,-6,-10,2.2
COc1cc(C2=NOC(C(=O)Nc3cc(C)on3)C2)cc(OC)c1OC (stereo unspecified),0.3,-9,-14,15,1,-4,2,-26,0.7
Cc1n(Cc2ccccc2)c2ccccc2[n+]1Cc1ccccc1,1.2,4,-2,3,2,-9,9,-11,1.1
CC(=O)Nc1ccc2nc(CN3CCN(Cc4ccc(F)cc4)C(CCO)C3)ccc2c1 (stereo unspecified),-0.6,-22,-3,-12,1,-4,-12,1,0.3
CCOC(=O)CN1C(=O)c2ccccc2C1=O,0.5,1,-12,15,4,-1,5,-1,1.0

# Screening results deposited in PubChem BioAssay by The Scripps Research Institute Molecular Screening Center.
